# CHT PAM: CHT positive allosteric modulators, primary screen, cell-based, membrane potential dye, choline EC20; AID 488977, 2010; B-score at 10 µM; CHT-expressing cells; active compounds read high; LV-AA mutant CHT in HEK293 cells; High affinity choline transporter 1 (Homo sapiens), Q9GZV3; 0.49% of 310,000 active;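 active = initial fluorescence not abnormally high and integrated response B-score, plate-corrected, over 3 SD above library mean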
# Target sequence (Q9GZV3 whole entry, looked up): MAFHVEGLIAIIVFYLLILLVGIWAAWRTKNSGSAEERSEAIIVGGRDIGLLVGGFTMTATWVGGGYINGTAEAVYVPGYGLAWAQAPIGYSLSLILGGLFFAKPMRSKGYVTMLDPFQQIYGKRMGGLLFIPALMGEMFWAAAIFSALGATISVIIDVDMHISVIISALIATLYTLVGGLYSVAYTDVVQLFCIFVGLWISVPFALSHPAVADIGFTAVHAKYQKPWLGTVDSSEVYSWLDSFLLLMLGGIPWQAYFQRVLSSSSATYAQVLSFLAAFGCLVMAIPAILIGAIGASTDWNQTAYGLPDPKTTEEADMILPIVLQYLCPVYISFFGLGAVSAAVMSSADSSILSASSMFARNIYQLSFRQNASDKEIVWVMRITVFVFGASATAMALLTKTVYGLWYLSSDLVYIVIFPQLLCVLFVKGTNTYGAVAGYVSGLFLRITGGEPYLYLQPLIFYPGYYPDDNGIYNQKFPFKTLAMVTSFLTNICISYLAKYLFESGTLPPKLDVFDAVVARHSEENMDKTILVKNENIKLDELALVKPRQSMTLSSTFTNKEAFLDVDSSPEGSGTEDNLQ
# CHT block: inhibitors of human choline transporter CHT | CHT-expressing cells, membrane potential dye, choline response; active compounds read low | AID 488975, 2010 | High affinity choline transporter 1 (Homo sapiens), Q9GZV3 | B-score at 10 µM | 0.86% of 310,000 active;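 active = B-score over 3 SD under the library average, and starting fluorescence ratio not unusually high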;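 note: choline stimulus applied at its EC90 after an EC20 pre-addition; B-score computed on integrated fluorescence ratio after choline addition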
# Numbers without * were called inactive; i = inactive.
SMILES,CHT PAM,CHT block
C/C=C/C=C\C(=O)Nc1cccc(C2=NOC3(C2)C[C@H](C(N)=O)N(C(=O)CC#N)C3)c1 (stereo partly specified),i,i
COc1ccc(C2c3c(-c4ccccc4O)n[nH]c3C(=O)N2Cc2ccco2)cc1 (stereo unspecified),i,i
CCCCn1nnnc1SCC(=O)NCc1ccccc1,i,i
Cc1cc(C)c2[nH]c(=O)c(CN(CC3CCCO3)C(=O)C3CCCO3)cc2c1 (stereo unspecified),i,i
C[C@@H]1NC(=O)[C@H](CCC(N)=O)NC(=O)c2cc([N+](=O)[O-])cc(I)c2NCCC[C@@H](C(N)=O)NC1=O,i,i
COc1cc(NC(=O)C2CCCN(S(=O)(=O)c3ccc4[nH]c(=O)ccc4c3)C2)cc(OC)c1 (stereo unspecified),i,i
Cn1cc([N+](=O)[O-])c(C(=O)NC2CCCCCCC2)n1,i,i
CC(C)CCn1c(=O)[nH]c2ccccc21,i,i
CC(C(=O)Nc1cccc([N+](=O)[O-])c1)[n+]1ccccc1 (stereo unspecified),i,i
CCOC(=O)N1CCN(CC(=O)Nc2sccc2C#N)CC1,i,i
COc1ccc(CN(C)C(=O)Cc2c[nH]c3ccccc23)c(OC)c1OC,i,i
CC(=O)c1ccc(S(=O)(=O)NCCCC(=O)NCCc2ccccn2)cc1,i,i
Cc1ccccc1Cn1c(O)c(N=NC(=S)Nc2ccccc2F)c2ccccc21,i,i
CC1=Nc2ccccc2NC(=O)C1Sc1nnc(C)s1 (stereo unspecified),i,i
COc1ccc(C)cc1S(=O)(=O)N(CC(=O)Nc1cccc([N+](=O)[O-])c1)c1ccc(C)c(C)c1,i,i
Cc1nnc(SCC(=O)NNC(=O)COc2ccc(Cl)cc2)s1,i,i
O=C(CSc1ncnc2c1cnn2-c1ccccc1)Nc1ccc2c(c1)OCO2,i,i
CC1(C)CC(=O)c2sc(NC(=O)C3CC3)nc2C1,i,i
Cc1cc(C)c(S(C)(=O)=O)c(N(C)N)n1,i,i
Cc1ccc(C)c(N2CCN(C(=O)C3CCN(S(=O)(=O)c4cccc5nsnc45)CC3)CC2)c1,i,i
CCC(=O)N1c2ccccc2NC2=C(C(=O)CCC2)C1c1cccnc1 (stereo unspecified),i,i
CC(C)CNS(=O)(=O)c1cc(C(=O)O)c(Cl)cc1Cl,i,i
O=C(/C=C\Nc1ccc(S(=O)(=O)Nc2ncccn2)cc1)c1cccc2ccccc12,i,i
CC(C)CC(=O)Nc1ccc(-c2cn3ccsc3n2)cc1,i,i
CC(=O)/C(=N\Nc1ccccc1Cl)Sc1cccc2cccnc12,i,i
CCN(CC)C(=O)CSc1nnc(NC(=O)CCc2ccccc2)s1,i,i
C/C(N)=C(/C#N)C(=O)CSc1nnc(Nc2c(C)cccc2C)s1,i,i
CN(CCc1ccccc1)C(=O)CCc1nnc(Cc2ccc3c(c2)OCO3)o1,i,i
CCOc1cccc(C(=O)Nc2ccc3ccccc3c2)c1,i,i
Cc1c(C)n(CCO)c2ncnc(Nc3ccc(F)cc3)c12,i,i
COC(=O)C(Cc1ccccc1)NC(=O)CCCC(=O)NCc1cccc(OC)c1 (stereo unspecified),i,i
Cc1ccc(NC2CC(=O)N(c3cccc([N+](=O)[O-])c3)C2=O)cc1 (stereo unspecified),i,i
CCCOC(=O)C1=C(C)NC(=O)NC1c1cccc2ccccc12 (stereo unspecified),i,i
CN(/N=C/c1ccco1)C1=NS(=O)(=O)c2ccccc21,i,i
Cc1ccnc(SCCn2c(N3CCN(c4ccccc4)CC3)nc3c2c(=O)[nH]c(=O)n3C)n1,7.96*,i
CCOC(=O)CN(C(=O)CSc1nnc2c(n1)[nH]c1ccc(F)cc12)c1ccccc1,i,i
CSc1nc(C)cc(Oc2ccc(=O)n(C)n2)n1,i,i
COc1ccc(-c2cn[nH]c2N)cc1,i,i
CCOC(=O)C1=C(COC(=O)C2(C)CC2(Cl)Cl)NC(=O)NC1c1ccccc1 (stereo unspecified),i,i
CC(=O)Nc1sc(/C(C#N)=C\c2cccc(Cl)c2)nc1-c1ccc(C)cc1,i,i
CCS(=O)(=O)NCC(c1cccnc1)N1CCN(c2ccc(OC)cc2)CC1 (stereo unspecified),i,i
CC(=O)Nc1ccc(NC(=O)Nc2cccc3ccccc23)cc1,i,i
COc1cccc(/C(O)=C2/C(=O)C(=O)N(CCCN3CCOCC3)C2c2ccncc2)c1 (stereo unspecified),i,i
Cc1[nH]nc(SCC(=O)NC(C)c2ccccc2)c1[N+](=O)[O-] (stereo unspecified),i,i
COc1ccc(C(=O)N2C(=S)NC(=O)/C2=C\c2ccc(C)cc2)cc1,i,i
CC(C)(C)c1ccc(OCC(=O)Nc2ccncc2)cc1,i,i
CC(=O)c1ccc(OC(=O)CCc2nc3ccccc3s2)cc1,i,i
COC(=O)c1ccc(N2CCN(S(=O)(=O)c3ccc(C)cc3)CC2)c([N+](=O)[O-])c1,i,i
COc1cccc(NC(=O)CN(C)C(=O)CCCc2nc3ccccc3s2)c1,i,i
COC(=O)C(NNc1ccc(F)cc1)(NC(=O)c1ccccc1)C(F)(F)F (stereo unspecified),i,i
Cc1ccccc1NC(=S)N(CCN1CCOCC1)Cc1ccccc1F,i,i
CCOC(=O)C1(Cc2cccc(Cl)c2)CCCN(C(=O)c2ccc(COC)s2)C1 (stereo unspecified),i,i
COc1cc(NC(=O)Cc2c(C(=O)O)n(C)c3ccccc23)cc(OC)c1OC,i,i
CCCCCN=Cc1c(C)[nH]n(-c2nc3ccccc3s2)c1=O,i,i
COc1ccc(S(=O)(=O)Nc2ccc(F)cc2)c(C)c1C,i,i
Nc1ccccc1C(=O)NCCN1CCNC1=O,i,i
COc1cc(Cl)ccc1OCc1cc(C(=O)N[C@H]2CCCCNC2=O)no1,i,i
CCN(Cc1ccccc1)S(=O)(=O)c1cc2[nH]c(=O)c(=O)[nH]c2cc1C,i,i
CC(C)N(CCCNC(=O)Cn1ncc2c([nH]c3ccccc32)c1=O)Cc1ccccc1,i,i
O=C(CCSCc1ccccc1Cl)N1CCN(c2cccc(Cl)c2)CC1,i,i
# Going on with the list:
SMILES,CHT PAM,CHT block
O=C(NNC(=S)NC1CC2C=CC1C2)c1ccncc1 (stereo unspecified),i,i
COC(=O)c1cc(S(=O)(=O)N2c3ccccc3CC2C)cn1C (stereo unspecified),i,i
OCC1(Cc2ccccc2)CCN(Cc2cnc(-c3cccc4ccccc34)nc2)CC1,i,i
COc1ccc(NC(=S)N2CCN(c3ncccn3)CC2)c(OC)c1,i,i
CC(C)[C@H](NC(=O)c1ccco1)C(=O)N(C)Cc1ccc(C(F)(F)F)cc1,i,i
c1ccc(CCNCCOc2ccccc2)cc1,i,i
COc1cccc(/C=N/Nc2cc(Cl)nc(C)n2)c1O,i,-6.39*
O=C(CN1CCN(S(=O)(=O)c2ccc3ccccc3c2)CC1)NC(=O)NC1CCCCC1,i,i
COc1ccc(NC2C=CS(=O)(=O)C2)c(OC)c1 (stereo unspecified),i,i
Nc1ccc(S(=O)(=O)c2ccc(N)c(N)c2)cc1,i,i
Cc1nc(SCc2cccc(F)c2)[nH]c(=O)c1C#N,i,i
C=CCN1C(=O)N/C(=C/c2ccc(C)o2)C1=O,i,i
Cc1cc(NCCCCO)n2c(nc3ccccc32)c1C#N,i,i
COC(=O)c1scc(C)c1NC(=O)c1ccc(Cl)cc1,i,i
COc1ccc(Cl)cc1C(=O)CSc1nc(N)cc(N)n1,i,i
CC(C)C(OC(=O)CN1C(=O)c2ccccc2C1=O)C(=O)NC1CCCC1 (stereo unspecified),i,i
COCCNC(=O)CN(C(=O)Cn1nnc2ccccc21)c1ccc(C)c(F)c1,i,i
CSC(=NC#N)N1CCN(c2ccc([N+](=O)[O-])cc2)CC1,i,i
Cc1cccc(CS(=O)(=O)c2nnc([C@H](Cc3ccccc3)NC(=O)OC(C)(C)C)o2)c1,i,i
C=CCOc1ccc(C(=O)Nc2ncn[nH]2)cc1,i,i
Cc1ccc(NC(=O)COC(=O)CN2C(=O)NC3(CCCC3)C2=O)cc1S(=O)(=O)N(C)C,i,i
COc1ccc(S(=O)(=O)N2CCCCCC2)cc1C(=O)N(C)Cc1ccc(F)cc1,i,i
CCCc1cc(=O)[nH]c(SCC(=O)CSc2nc(CCC)cc(=O)[nH]2)n1,i,i
Cc1ccc(-c2cc(NC(=O)c3ccccc3[N+](=O)[O-])n[nH]2)cc1,i,i

# A draw from above in order of count of non-hydrogen atoms, lowest first.
SMILES,CHT PAM,CHT block
C=CCN1C(=O)N/C(=C/c2ccc(C)o2)C1=O,i,i
C=CCOc1ccc(C(=O)Nc2ncn[nH]2)cc1,i,i
Cc1nc(SCc2cccc(F)c2)[nH]c(=O)c1C#N,i,i
COC(=O)c1scc(C)c1NC(=O)c1ccc(Cl)cc1,i,i
CSC(=NC#N)N1CCN(c2ccc([N+](=O)[O-])cc2)CC1,i,i
Cc1cc(NCCCCO)n2c(nc3ccccc32)c1C#N,i,i
Cc1ccc(-c2cc(NC(=O)c3ccccc3[N+](=O)[O-])n[nH]2)cc1,i,i
CCCc1cc(=O)[nH]c(SCC(=O)CSc2nc(CCC)cc(=O)[nH]2)n1,i,i
CC(C)C(OC(=O)CN1C(=O)c2ccccc2C1=O)C(=O)NC1CCCC1 (stereo unspecified),i,i
COCCNC(=O)CN(C(=O)Cn1nnc2ccccc21)c1ccc(C)c(F)c1,i,i
COc1ccc(S(=O)(=O)N2CCCCCC2)cc1C(=O)N(C)Cc1ccc(F)cc1,i,i
Cc1cccc(CS(=O)(=O)c2nnc([C@H](Cc3ccccc3)NC(=O)OC(C)(C)C)o2)c1,i,i

# New compounds follow.
SMILES,CHT PAM,CHT block
N#CC/C(N)=N/Nc1nc2ccccc2nc1Cc1ccccc1,i,i
CCOc1ccc2[nH]cc(C(=O)O)c(=O)c2c1,i,i
COc1ccc(NC(=O)CCCn2c(=O)c3sccc3n(Cc3ccccc3C)c2=O)cc1,i,i
OC(COc1ccc(Br)cc1)CN1CCCC1 (stereo unspecified),i,i
COC(=O)C(=CC(=CN(C)C)C=C(C(=O)OC)C(=O)OC)C(=O)OC,i,i
O=C(NC1CCCCC1)C(c1ccncc1)N(Cc1ccc2c(c1)OCO2)C(=O)c1cnsn1 (stereo unspecified),i,i
CN(C)S(=O)(=O)c1cccc(NC(=O)COC(=O)c2ccc(Br)o2)c1,i,i
CCC1(C)CC(CCN(Cc2ccco2)C(C)=O)(c2ccccc2)CCO1 (stereo unspecified),i,i
CCC[n+]1cn(/C(C(=S)Nc2cccc(Cl)c2C)=C(/[O-])c2ccc(OC)c(OC)c2)c2ccccc21,i,i
CSCC(C)N1CCC(n2nccc2NC(=O)c2ccccc2C)CC1 (stereo unspecified),i,i
CC1=CC(C)(C)n2c(O)c(C3=NC(=S)NC3=O)c3cc(OC(=O)c4cccc5ccccc45)cc1c32,i,i
CC1CCCN(C(=O)CSc2nc3ccccc3o2)C1 (stereo unspecified),i,i
CCN(CCn1cccn1)C(=O)c1cc(COc2c(F)cccc2F)on1,i,-5.52*
COc1ccc(NC(=O)C2CCCN(S(=O)(=O)c3cccc4nonc34)C2)c(OC)c1 (stereo unspecified),i,i
Cc1cccc(NC(=O)C2CCN(S(=O)(=O)c3ccc4c(c3)OCCCO4)CC2)n1,i,i
N#CC1=C(N)N2C(=C(C#N)C1c1ccc(Br)cc1)Nc1ccccc12 (stereo unspecified),i,i
Cn1ncc(N)c1C(=O)Nc1cccc(C(F)(F)F)c1,i,i
CC12COC3(C(=O)Nc4ccc5ccccc5c4)CC1CCC32C (stereo unspecified),i,i
O=C(NC1CCCCCC1)C1CCN(C(=O)c2cccc(Cl)c2)CC1,i,i
CN1CCN(c2nc(-c3ccncc3)nc3ccccc23)CC1,i,i
C(#CC1CCCCC1)c1ccc2c(c1)COc1c3ccccc3nn1-2,i,i
CC(C)c1ccc(NC(=S)NN2C(C)CCCC2C)cc1 (stereo unspecified),i,i
CC(C)C(C)(C#N)NC(=O)CSc1nnc(C(F)(F)F)n1C (stereo unspecified),i,i
Cc1cc2c(cc1S(=O)(=O)C(C)CC(=O)NCc1ccco1)OCC(=O)N2 (stereo unspecified),i,i
CN1CCN(CCc2nc3cc(NC(=O)COc4ccccc4)ccc3n2C)CC1,i,i
COc1cc(NC(=O)CNC(=O)Cn2c(C)cc3ccccc3c2=O)cc(OC)c1OC,i,i
O=C(CN1CCN(Cc2ccccc2)CC1)Nc1ccccc1-c1ccccc1,i,i
CCc1ccc2[nH]c(=O)c(C(c3nnnn3Cc3ccccc3)N3CCOCC3)cc2c1 (stereo unspecified),i,i
CCOC(=O)C1=NOC2C3CC(C12)C1C(=O)N(CCc2ccc(OC)c(OC)c2)C(=O)C31 (stereo unspecified),i,i
COc1c(C)cc(C(=O)C2CCCN(C(=O)c3cc(C)on3)C2)cc1C (stereo unspecified),i,i
Cc1c(Cl)cccc1NC(=S)NCc1ccc(Cl)cc1,i,i
O=C1CN(C(=O)COC(=O)c2cnc(Cl)c(Cl)c2)c2ccccc2N1,i,i
Cc1ccc(NC(=O)C2CC2c2ccccc2)c([N+](=O)[O-])c1 (stereo unspecified),i,i
Cc1onc(-c2c(F)cccc2Cl)c1C(=O)OCN1C(=O)c2ccccc2C1=O,i,i
CCN(CC)CCCNc1ncnc2scc(-c3ccc(F)cc3)c12,i,i
COC(=O)c1ccc(Cl)c(NC(=O)NC23CC4CC(CC(C4)C2)C3)c1,i,i
CCc1ccc(NC(=O)CSc2nnc(Cn3c(=O)sc4ccccc43)n2C)cc1,i,i

# Assay outcomes as filed in PubChem BioAssay.
